# Assay outcomes from PubChem BioAssay.
# ELG1 genotox = inducers of genotoxicity in HEK293T ELG1-luciferase cells; HEK293T ELG1-luciferase reporter, luminescence, 16 h; Potency, µM (top dose mostly 46 µM), without a hit: top-dose activity change, positive = activation, most hits filed as activators; 330,000 tested, 1.3% active; AID 504466; also: potency is read from the fitted curve at half-maximal effect; % of control where 0% means no effect; nearly all actives have a fitted effect of over 60% in size
#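 ELG1-luciferase HEK293T cells, 2,000/well; compound pinned in; 16 hr, 37 °C, 5% CO2; ONE-Glo, 30 min RT; luminescence on CCD imager.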
# PKM2 act = PKM2 (human) enzyme activation. AID 1631. P14618. 260,000 tested, 0.34% active. Potency, µM (series often up to 57.5 µM), inactives show at the highest dose activation, usual class: activators. purified PKM2, Kinase-Glo ATP luminescence, activation; response scale: 0% is enzyme alone, no compound; also: potency is read from the fitted curve at half-maximal effect; % is scaled to controls: 0 for no effect and ±100 for the full control effect; nearly all actives have a fitted effect of over 55% in size
# Target sequence (P14618 whole entry, looked up): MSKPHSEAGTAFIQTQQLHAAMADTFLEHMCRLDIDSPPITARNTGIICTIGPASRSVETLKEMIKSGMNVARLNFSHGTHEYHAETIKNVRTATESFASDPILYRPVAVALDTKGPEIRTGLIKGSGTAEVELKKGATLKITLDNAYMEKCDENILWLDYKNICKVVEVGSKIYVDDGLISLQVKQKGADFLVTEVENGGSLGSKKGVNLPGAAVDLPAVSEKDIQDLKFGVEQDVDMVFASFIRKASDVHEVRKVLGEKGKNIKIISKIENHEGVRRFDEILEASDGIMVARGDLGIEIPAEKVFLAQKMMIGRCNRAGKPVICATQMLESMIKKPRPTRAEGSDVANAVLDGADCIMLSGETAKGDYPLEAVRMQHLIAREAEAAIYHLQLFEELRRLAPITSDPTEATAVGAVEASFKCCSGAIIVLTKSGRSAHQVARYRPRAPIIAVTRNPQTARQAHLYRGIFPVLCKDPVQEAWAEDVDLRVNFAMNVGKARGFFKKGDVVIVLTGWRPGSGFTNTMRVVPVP
#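 Purified hPK-M2 (>95%) run at intermediate activity with 0.1 mM ADP and 0.5 mM PEP in 50 mM imidazole pH 7.2, KCl, MgCl2; 1 h room temperature. ATP formed read by Kinase-Glo luminescence; normalized to uninhibited and no-enzyme controls.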
# BRCA1 expr act = activators of BRCA1 expression; MCF7-BRCA1-FFLuc reporter, luminescence, 48 h; response scale: scaled: vehicle 0%, 10 µM genistein 100%; Potency, µM (series often up to 46.1 µM), without a hit: top-dose activation, actives largely listed as activators; 380,000 tested, 1.1% active; also: potency is read from the fitted curve at half-maximal effect; nearly all actives have a fitted effect of over 80% in size; some results filed as inactive show a strong effect at the top dose
#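 Luminescence from a BRCA1-driven firefly luciferase in MCF7 cells was read after 48 h compound exposure at 37 C. Data normalized against DMSO and a 10microM genistein activation control, then curve-fitted across the titration.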
# VP16 counter = counter-screen for ROR gamma inhibitors: Gal4-VP16 reporter | 310,000 tested, 3.5% active | Drosophila S2 Gal4-VP16 UAS-luciferase, luminescence, 20 h | Potency, µM (series often up to 53.6 µM), for the others: at the highest dose activity, negative = inhibition, hits mostly inhibitors | AID 2546;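 also: Gal4-VP16 expression switched on by copper sulfate through the metallothionein promoter; potency is read from the fitted curve at half-maximal effect; % is scaled to controls: 0 for no effect and ±100 for the full control effect; nearly all actives have a fitted effect of over 50% in size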
# FLuc counter = counter-screen for miR-21 project: firefly luciferase inhibitors or activators; AID 588342; purified FLuc, Km substrates, luminescence inhibition; Potency, µM (top dose mostly 57.5 µM), without a hit: at the top dose activity change, negative = inhibition, actives largely listed as inhibitors; 360,000 tested, 6.9% active; P08659;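 also: potency is read from the fitted curve at half-maximal effect; plate controls were vehicle for no effect and reference inhibitor for full effect; nearly all actives have a fitted effect of over 55% in size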
#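 Biochemical qHTS of compounds, final roughly 60 µM downward over six points, against 10 nM purified firefly luciferase using Km concentrations of substrates (10 uM D-luciferin, 10 uM ATP) in Tris acetate pH 7.5 buffer; luminescence output.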
# Giardia killer = kills Giardia lamblia; Giardia lamblia trophozoite viability; activity change, % at 7.66 µM, hits read low; 340,000 tested, 0.15% active; AID 540267; in the data active = activity change below about -80%; inconclusive = between about -30% and that limit;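 also: parasites exposed to compound for two days anaerobically before the ATP read; % is scaled to controls: 0 for no effect and ±100 for the full control effect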
#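 Viability, read as ATP luminescence: trophozoites at 100 cells/well, compound added, 48 hrs anaerobic at 37 deg C, then 15-30 min room-temperature development before reading.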
# Rab9 prom act = activators of Rab9 promoter. Huh7 Rab9 promoter-luciferase reporter, luminescence, 24 h. 320,000 tested, 2.8% active. Potency, µM (top dose mostly 9.22 µM), without a hit: top-dose activation, negative = inhibition, hits mostly activators; also: potency is read from the fitted curve at half-maximal effect; % of control where 0% means no effect; nearly all actives have a fitted effect of over 60% in size
#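 Huh7 cells stably carrying Rab9 promoter–luciferase reporter, plated 1500 cells/well, compound added after 2 h and incubated 24 h at 37 °C; luciferase luminescence then read after 10 min with detection reagent.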
# RORgamma inh = ROR gamma (mouse) transcription inhibition; P51450; Drosophila S2 Gal4-RORgamma UAS-luciferase reporter, 20 h; 310,000 tested, 5.4% active; Potency, µM (series often up to 53.6 µM), inactives show top-dose activity change, negative = inhibition, actives largely listed as inhibitors; AID 2551; also: potency is read from the fitted curve at half-maximal effect; % is scaled to controls: 0 for no effect and ±100 for the full control effect; nearly all actives have a fitted effect of over 60% in size
#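 Luminescence from a UAS-regulated Photinus luciferase reporter in stably transfected Drosophila Schneider cells is measured; decreased signal marks ROR gamma inhibition. Fusion expression is induced by 700 uM copper sulfate for 20 hr.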
# Menin-MLL TR inh = menin-MLL binding inhibition, Texas Red mutant peptide; O00255; Menin + Texas Red MLL mutant peptide, fluorescence polarization; Potency, µM (series often up to 61.6 µM), without a hit: top-dose FP activity change, negative = inhibition, usual class: inhibitors; 270,000 tested, 0.23% active; AID 1768; active = well fitted inhibition curve with a large enough effect in the polarisation, with a control signal flat, not every such curve was filed as active; inconclusive = small, poorly fitted or top-dose-only effect, or effect the other way, or a change in a side signal; inactive = no such curve, though single readings can be large or run the other way; the % refers to the polarisation; also: potency is read from the fitted curve at half-maximal effect; % of control where 0% means no effect; many of its hits are not listed in these tables
# Target sequence (O00255 whole entry, looked up): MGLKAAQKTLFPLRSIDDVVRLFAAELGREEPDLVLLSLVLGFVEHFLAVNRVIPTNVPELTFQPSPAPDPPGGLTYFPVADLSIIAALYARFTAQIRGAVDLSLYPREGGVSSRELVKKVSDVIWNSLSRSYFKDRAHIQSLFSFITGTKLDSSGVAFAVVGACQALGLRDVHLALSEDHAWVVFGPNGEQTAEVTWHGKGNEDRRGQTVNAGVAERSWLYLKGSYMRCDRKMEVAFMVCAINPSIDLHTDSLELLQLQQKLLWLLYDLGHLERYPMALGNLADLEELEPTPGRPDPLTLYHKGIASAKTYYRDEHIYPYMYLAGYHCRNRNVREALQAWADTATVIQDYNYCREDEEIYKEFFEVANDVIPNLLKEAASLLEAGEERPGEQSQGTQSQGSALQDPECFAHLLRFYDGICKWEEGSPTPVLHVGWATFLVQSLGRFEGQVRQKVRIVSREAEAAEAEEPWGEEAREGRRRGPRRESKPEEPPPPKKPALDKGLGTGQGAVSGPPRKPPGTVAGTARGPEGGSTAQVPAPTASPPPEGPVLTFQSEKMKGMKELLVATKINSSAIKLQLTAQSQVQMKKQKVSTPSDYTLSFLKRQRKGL
# p53 reactivation = mutant p53 re-activation in reporter cells | H1299 p53-A138V BP100-luciferase reporter, luminescence, 24 h | Potency, µM (highest dose often 92.2 µM), inactives show at the top dose activity change, positive = activation, actives largely listed as activators | 320,000 tested, 0.063% active; also: potency is read from the fitted curve at half-maximal effect; % of control where 0% means no effect; nearly all actives have a fitted effect of over 45% in size
#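 p53-null H1299 cells stably carrying temperature-sensitive p53-A138V and a BP100-luciferase reporter were pinned with compounds (4-point, 1:5 series) and held 24 hrs at 37 deg C. Luminescence was read 10 min after detection reagent.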
# NPC1 promoter act = activates the NPC1 promoter | Potency, µM (doses to about 9.22 µM), for inactives: at the highest dose activation, most hits filed as activators | 320,000 tested, 2.4% active | Huh7 NPC1 promoter luciferase reporter, 24 h;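 also: potency is read from the fitted curve at half-maximal effect; % of control where 0% means no effect; nearly all actives have a fitted effect of over 60% in size; reporter is driven by a mutant NPC1 promoter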
#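 Cells: Huh7 expressing luciferase under the NPC1 promoter, 1500/well. Seeded 2 h, compound added, incubated 24 h at 37 °C. Luciferase reagent, 10 min ambient, then luminescence.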
# * = called active by the depositor; ? = inconclusive; nt = no result given; [ ] = remark or other dose. Unless noted, calls follow the shape of the dose curve; as a rule, active = well fitted curve in the direction sought with a large enough effect; inconclusive = small, poorly fitted or top-dose-only effect, or another doubt; inactive = no such curve, though single readings can be large; an effect the other way counts as inactive or inconclusive. A portion of the library (hit frequency here may not be typical).
smiles | ELG1 genotox | PKM2 act | BRCA1 expr act | VP16 counter | FLuc counter | Giardia killer | Rab9 prom act | RORgamma inh | Menin-MLL TR inh | p53 reactivation | NPC1 promoter act
COc1cccc(/C(O)=C2/C(=O)C(=O)N(CCCN3CCOCC3)C2c2ccncc2)c1 (configuration not stated) | 0.2% | -0.9% | 0.2% | -0.3% | -2.3% | 10.7 | 12.8% | -9.2% | 12.6% | -3.3% | -4.3%
Oc1ccc(/C=N/Nc2ccc(C(F)(F)F)cn2)cc1O | 20.6µM* | -24.7% | ? | ? | ? | 8.3 | -16.1% | ? | ? | 18.2% | 1.6%
Cc1cc(Cl)cc(Cl)c1OCC(=O)NCc1ccco1 | -3.2% | 22.2% | -0.4% | ? | 0.9% | 7.8 | -4.1% | ? | 2.2% | ? | 2.8%
Cc1nc(S(=O)(=O)Nc2ccccc2C(=O)NCC2CC2)cn1C | -0.4% | -1.7% | 0.1% | 2.8% | -1.6% | -5.5 | -1.5% | 9.4% | nt | -0.6% | -0.5%
Oc1cccc2ccc(/C=C/c3cccs3)nc12 | 2.24µM* | -9.9% | -45.0% | ? | 2.13µM* | -10.3 | 2.82µM* | 12.6µM* | ? | ? | ?
CSc1cccc(NCc2ccc([N+](=O)[O-])cc2)c1 | 5.1% | 3.3% | 1.7% | -14.9% | -18.2% | 1.8 | -4.2% | 7.6% | ? | 5.7% | -0.8%
Cc1ccc(C)c(NC(CC(=O)c2ccccc2)C(=O)OCC(=O)c2cccs2)c1 (configuration not stated) | 19.0% | 24.2% | 4.7% | ? | -14.2% | 16.8 | -1.3% | ? | 4.4% | 14.2% | 4.4%
CN(CCNC(=O)CN1C(=O)CSc2ccc(S(=O)(=O)N3CCCC3)cc21)Cc1ccccc1 | ? | -0.2% | 1.5% | 16.6% | -1.1% | 17.0 | -4.0% | ? | ? | ? | 0.4%
CCc1noc(C)c1C(=O)OCC(=O)Nc1cccc(C)c1 | 4.3% | nt | -13.9% | nt | -1.8% | 7.0 | -0.7% | nt | nt | -0.9% | -0.6%
CCOC(=O)c1csc(NNC=O)n1 | -0.7% | -7.5% | 28.5% | -5.1% | 6.2% | -0.4 | -2.1% | -25.1% | 3.8% | -10.1% | -3.6%
O=C(CSc1nnc(CNc2ccc(Cl)cc2)o1)Nc1nc2c(s1)CCCC2 | -4.8% | -1.1% | -57.4% | ? | -5.4% | 4.2 | 16.0% | 11.2µM* | ? | -3.2% | -0.6%
COc1ccc(/C=C/C(=O)NC(=S)NNC(=O)c2cc(OC)c(OC)c(OC)c2)cc1 | 0.1% | -12.0% | -14.6% | -14.9% | ? | 1.4 | -0.8% | -42.8% | nt | 3.3% | -2.5%
Cc1cc(C)c(OCC(=O)Nc2ccccc2N2CCOCC2)c(C)c1 | -36.2%[inhibitor] | 2.5% | -46.5% | -6.7% | 0.4% | 5.7 | -1.2% | 33.9% | ? | -0.5% | -2.4%
CN(C)C1=NCCN1CC1CCCCCC1 | -0.8% | nt | 4.4% | nt | 0.7% | -19.7 | -6.8% | nt | nt | ? | 2.1%
C/C=C(/C)C(=O)O[C@@H]1[C@H](OC(C)=O)c2c(ccc3ccc(=O)oc23)OC1(C)C | 1.4% | 1.3% | -3.9% | -6.3% | -0.8% | -25.2 | -6.1% | 25.7% | -12.5% | -8.2% | -5.7%
CCN(C(=O)CSc1nnc(-c2ccco2)n1Cc1ccccc1)C1CCS(=O)(=O)C1 (configuration not stated) | -1.3% | nt | -1.9% | nt | 7.1% | 9.1 | -6.7% | nt | nt | -3.9% | -1.0%
O=C1CCCC/C1=C/Nc1ccc(S(=O)(=O)Nc2ncccn2)cc1 | -2.1% | 7.0% | -16.5% | -0.1% | -1.8% | 6.5 | -1.3% | ? | -5.4% | -10.3% | -1.3%
COc1nccc(C(F)(F)F)c1C(=O)NC(=O)Nc1c(C)cccc1C | -1.2% | -3.2% | -25.0% | -4.6% | 1.6% | -15.4 | -0.6% | -10.7% | nt | -0.1% | -7.6%
Cc1cc(Cl)ccc1OCCCC(=O)N1CCCCC1 | ? | 1.8% | ? | ? | 21.3µM* | -4.3 | ? | 10.6% | ? | -19.6% | ?
CC1=C(C(=O)OCc2ccccc2)C(c2ccccc2Br)NC(=O)N1 (configuration not stated) | -1.7% | 1.6% | -14.1% | -10.7% | -2.1% | 14.3 | -8.4% | 44.3% | -1.1% | -11.8% | -2.0%
O=C(CCCC(=O)N1CCCc2ccccc21)N1CCCc2ccccc21 | -8.6% | -1.4% | -40.9% | -7.9% | 1.8% | 4.1 | 14.6% | 12.3% | -4.8%[11.7 µM] | -5.2% | -3.9%
CCOc1ccc(C(CC(=O)O)NC(=O)c2ccco2)cc1OC (configuration not stated) | 0.4% | -5.6% | -4.7% | 3.2% | 0.7% | 0.4 | -3.1% | 1.9% | 4.9% | -0.5% | 0.8%
CCN1CCc2nc(NC(=O)c3ccccc3)sc2C1 | nt | 1.3% | -19.7% | 11.2µM* | 7.57µM* | -20.7 | nt | 14.1µM* | 3.1% | nt | nt
COC(=O)CC1C(=O)NCCN1C(=S)NC(=O)C(c1ccccc1)c1ccccc1 (configuration not stated) | -0.8% | -9.9% | 2.7% | 15.8µM* | 2.2% | -5.0 | -1.5% | 10µM* | -18.0% | -10.2% | 1.3%
O=c1[nH]cnc2sc3c(c12)CCCCC3 | -8.1% | -1.5% | 16.0% | -5.1% | ? | -25.6 | -0.3% | 19.2% | 6.8% | -1.8% | 2.1%
CC(C)N1C(=O)CCC1C(=O)N1CCN(c2ccc(F)cc2)CC1 (configuration not stated) | -1.1% | 3.3% | 17.0% | -4.8% | 0.2% | 14.5 | -9.1% | 14.9% | nt | -0.3% | 1.2%
CN(C)CC(O)COc1ccc(-c2ccc(C#N)cc2)cc1 (configuration not stated) | 1.0% | 0.0% | nt | 0.4% | 2.2% | nt | -5.3% | 7.4% | 8.8% | 1.1% | -3.7%
O=C(/C=C/c1ccc2c(c1)OCCO2)N1CCN(c2ccc(F)cc2)CC1 | -4.0% | nt | 2.4% | 4.4% | 23.9µM* | -11.0 | -1.7% | 18.8% | 4.4% | 13.3% | -3.4%
O=C(Nc1ccc(NC(=O)c2ccco2)nc1)c1cccnc1 | ? | -10.0% | 16.8% | ? | 10.7µM* | ? | 2µM* | 0.794µM* | 15.9% | ? | 2.24µM*
Cn1c(=O)c2cnc(-c3ccc(C(F)(F)F)cc3)nc2n(C)c1=O | 1.1% | -4.0% | -31.8% | -11.9% | -0.4% | -2.9 | -3.4% | 15.7% | nt | 0.5% | 0.8%
CCOc1cc(C2c3c(oc4cc(C)c(Cl)cc4c3=O)C(=O)N2Cc2ccco2)ccc1O (configuration not stated) | 5.5% | 6.5% | -28.2% | 0.7% | -0.1% | 2.8 | -3.1% | 0.9% | ? | 1.8% | -4.0%
Cc1cccc(Nc2nnc(SCC(=O)c3ccc(O)cc3O)s2)c1 | ? | 0.8% | 21.1% | -1.5% | 9.53µM* | -3.7 | 5.4% | -18.3% | ? | 23.8% | -2.0%
O=C(CCSc1ccccc1)NCCSCc1ccccc1 | 1.3% | -3.8% | 3.8% | 3.9% | 21.3µM* | 0.4 | -3.9% | -8.5%[10 µM] | 0.5% | 7.9% | 2.6%
O=C(Cn1nnc2ccccc21)c1ccc(Cl)cc1 | 6.9% | -3.6% | 66.0% | 28.3% | ? | -5.5 | ? | 25.7% | nt | 2.9% | ?
O=C(Nc1cc(Cl)ccc1O)C1CCCO1 (configuration not stated) | -0.3% | -1.9% | -16.3% | -0.4% | 1.2% | 0.1 | -5.1% | 19.6% | 6.4% | -0.5% | -1.3%
Cc1ccc(C(=O)c2cc([N+](=O)[O-])ccc2N2CC(C)OC(C)C2)cc1 (configuration not stated) | 2.7% | 1.4% | -44.9% | -4.1% | 9.2% | 29.0 | -8.9% | 30.9% | -12.5% | 16.5% | -21.7%
Cc1ccc(S(=O)(=O)N(C)C)cc1NC(=O)COC(=O)C1CCN(S(=O)(=O)c2cccs2)CC1 | -1.5% | nt | 1.1% | nt | -1.2% | 15.8 | 0.2% | nt | nt | -1.1% | -0.1%
CCCCNS(=O)(=O)c1ccc(NC(=O)C2CCCO2)cc1 (configuration not stated) | -3.0% | -2.5% | -18.1% | -14.9% | -0.2% | 1.9 | -1.3% | 38.6% | -0.5% | -9.2% | -0.7%
Cc1ccc(C(=O)OCN2C(=O)c3ccccc3C2=O)o1 | -5.1% | nt | 3.3% | nt | -2.0% | -0.5 | -3.2% | nt | nt | 1.2% | -1.0%
CCCC(=O)Nc1nc2ccc(OC)cc2s1 | ? | -19.9% | ? | ? | 7.57µM* | 9.1 | 1.78µM* | -38.6% | -14.1% | ? | 0.891µM*
